# Source: PubChem BioAssay (National Center for Advancing Translational Sciences (NCATS))
# KAT2A inh = qHTS Assay for Inhibitors of GCN5L2 | GCN5L2 HAT assay, ThioGlo1 CoA-SH fluorescence | Potency, µM (series often up to 58.9 µM), without a hit: top-dose activity change, negative = inhibition, hits mostly inhibitors | Histone acetyltransferase KAT2A (Homo sapiens), Q92830 | actives 0.21% (n = 390,000)
# Target sequence (Q92830 whole entry, looked up): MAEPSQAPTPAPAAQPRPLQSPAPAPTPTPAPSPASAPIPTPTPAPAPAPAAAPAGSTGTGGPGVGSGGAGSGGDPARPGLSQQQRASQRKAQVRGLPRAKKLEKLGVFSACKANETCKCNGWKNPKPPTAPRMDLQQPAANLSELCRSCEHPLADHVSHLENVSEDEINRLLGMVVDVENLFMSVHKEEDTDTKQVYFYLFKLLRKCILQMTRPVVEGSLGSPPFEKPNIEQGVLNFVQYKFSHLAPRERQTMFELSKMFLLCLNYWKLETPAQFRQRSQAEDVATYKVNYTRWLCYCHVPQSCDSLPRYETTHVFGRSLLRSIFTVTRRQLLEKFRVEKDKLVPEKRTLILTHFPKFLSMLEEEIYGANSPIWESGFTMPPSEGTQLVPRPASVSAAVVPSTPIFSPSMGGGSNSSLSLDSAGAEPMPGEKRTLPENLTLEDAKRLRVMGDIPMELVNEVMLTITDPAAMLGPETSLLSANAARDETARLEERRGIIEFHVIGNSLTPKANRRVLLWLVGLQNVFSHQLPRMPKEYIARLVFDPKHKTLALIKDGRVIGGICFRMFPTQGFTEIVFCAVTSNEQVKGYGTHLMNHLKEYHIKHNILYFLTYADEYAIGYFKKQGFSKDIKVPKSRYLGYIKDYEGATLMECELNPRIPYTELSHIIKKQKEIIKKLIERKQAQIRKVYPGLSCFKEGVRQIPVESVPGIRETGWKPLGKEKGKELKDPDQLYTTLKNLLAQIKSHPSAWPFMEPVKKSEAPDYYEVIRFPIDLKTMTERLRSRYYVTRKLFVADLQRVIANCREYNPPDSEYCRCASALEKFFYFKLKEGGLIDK
#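 Preincubate 20nM GCN5L2 with compound 15 min, RT → add 50uM ThioGlo1 + 75uM H3(1-25) + 70uM acetyl-CoA → read fluorescence 0 and 20 min. Primary qHTS; fluorescent artifacts likely.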
# DT40 TDP1 no CPT = qHTS for Inhibitors of human tyrosyl-DNA phosphodiesterase 1 (TDP1): qHTS in cells in absence of CPT; DT40 Tdp1-/- hTDP1 cells, no CPT, ATP luminescence, 48 h; Potency, µM (top dose mostly 46.2 µM), inactives show at the highest dose activity change, negative = growth inhibition, usual class: inhibitors; actives 15% (n = 420,000); AID 686978, 2013; also: nearly all actives have a fitted effect of over 55% in size
#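 No-CPT arm: Tdp1-/-;hTDP1 DT40 cells (400/well) plus compounds, incubated ≥48 hr at 37 °C. Readout CellTiter-Glo luminescence.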
# DT40 TDP1 CPT = qHTS for Inhibitors of human tyrosyl-DNA phosphodiesterase 1 (TDP1): qHTS in cells in presence of CPT; chicken DT40 Tdp1-/-;hTDP1 cells + 20 nM CPT, ATP luminescence, 48 h; Potency, µM (series often up to 46.2 µM), inactives show top-dose activity change, negative = growth inhibition, most hits filed as inhibitors; actives 12% (n = 420,000); AID 686979, 2013; also: nearly all actives have a fitted effect of over 55% in size
#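 Chicken DT40 Tdp1-/- cells complemented with human TDP1, 400 cells/well, exposed to compounds plus 20 nM camptothecin for at least 48 h at 37 C; viability read as ATP content by CellTiter-Glo luminescence.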
# Numbers without * were called inactive; ? = inconclusive; · = not tested or not shown; & = joins results of further samples; [ ] = another dose, or the depositor's remark. Calls follow the shape of the dose curve; as a rule, active = well fitted curve in the direction sought with a large enough effect; inconclusive = small, poorly fitted or top-dose-only effect, or another doubt; inactive = no such curve, though single readings can be large; an effect the other way counts as inactive or inconclusive. % is scaled to controls: 0 for no effect and ±100 for the full control effect; potency is read from the fitted curve at half-maximal effect. These rows are one share of the data (hit frequency here may not be typical).
# Results follow in this order: DT40 TDP1 CPT	DT40 TDP1 no CPT	KAT2A inh
COc1ccc(C2CCCN2C(=S)Nc2ccccc2C)cc1OC (centres undefined)
→ -19.4%	?	-4.0%
FC(F)Sc1nc2ccccc2[nH]1
→ 2.2%	-12.7%	1.7%
CSc1cc(C)n(-c2ccccc2)c(=S)c1C(C)=O
→ 7.2%	-8.6%	-3.6%
CCc1ccc(CNC(=O)CN2C(=O)CSc3ccc(S(=O)(=O)N4CCOCC4)cc32)cc1
→ -22.8%	?	-1.3%
CN(CCC#N)C(=O)COC(=O)c1ccc(CNS(=O)(=O)c2ccc(F)c(Cl)c2)cc1
→ 8.1%	-4.5%	-1.7%
COCCCNC(=O)c1ccc(S(=O)(=O)c2ccc(Cl)cc2)c(NC(C)=O)c1
→ 3.5%	15.5%	26.0%
COc1cccc(CC(NC(C)=O)C(=O)NC2CCN(S(=O)(=O)c3ccc(NC(C)=O)cc3)CC2)c1OC (centres undefined)
→ -1.9%	-4.9%	-1.4%
CC(=O)N1CCC2(CC1)CC(=O)c1cc(Cl)ccc1O2
→ -15.1%	-16.0%	·
Cc1c(Cl)cccc1NC(=O)c1cc(-c2cccc(Cl)c2)on1
→ -18.1%	-8.4%	1.0%
N/C(=N\OC(=O)CCC1CCCC1)c1ccc([N+](=O)[O-])cc1
→ 0.5%	-7.3%	1.6%
Cn1c(OCc2cccnc2)nc2c1c(=O)n(Cc1ccc(Br)cc1)c(=O)n2C
→ ?	?	2.8%
O=C(Cn1cc2c(n1)CCCC2)NCCCN1CCN(C2CCCCC2)CC1
→ -10.6%	-12.4%	0.8%
O=S(=O)(c1ccccc1)N1CCN(c2nc(-c3cccs3)nc3ccccc23)CC1
→ 12.6µM*	?	-1.7%
CCCn1c(C)cc(/C=C(\C#N)C(=O)O)c1C
→ 8.1%	9.6%	-16.8%
CC(=O)Oc1cc2cccc(OC(C)=O)c(=O)c2c(OC(C)=O)c1OC(C)=O
→ 4.61µM*	18.4µM*	0.3%
O=C(O)CSc1ncnc2scc(-c3ccc(Br)cc3)c12
→ 8.8%	15.0%	-4.7%
COc1cc(S(=O)(=O)Nc2c(C)cc(C)cc2C)ccc1Cl
→ -26.7%	-3.4%	-7.2%
COc1cccc(-c2ccc(NC(=O)C3CCCN(CCCn4nc(C)cc4C)C3)cc2)c1 (centres undefined)
→ 18.4µM*	?	-2.6%
CN1C(=O)c2cccc(N(C)C)c2C1=O
→ -18.3%	-11.4%	-4.9%
CCOC(=O)c1cccc(NC(=O)CSc2nc3cc4ccccc4cc3[nH]2)c1
→ ?	23.1µM*	-6.1%
CC(C)c1ccc(NC(=O)C2CCN(S(=O)(=O)c3cccc4nsnc34)CC2)cc1
→ ?	?	1.9%
Cc1ccc(S(=O)(=O)CCNC(=O)Cc2ccc(Cl)cc2)cc1
→ 23.6%	-14.2%	2.4%
Cc1ccc(-n2ncc3c(NCc4ccco4)ncnc32)cc1C
→ 10.0%	7.5%	-8.3%
O=C(NCc1ccco1)/C(=C/c1ccc(Cl)cc1)NC(=O)c1ccco1
→ -2.8%	3.5%	0.2%
CCOc1ccc(C(=O)NC(=S)Nc2ccc(NC(=O)c3ccco3)cc2)cc1[N+](=O)[O-]
→ -3.6%	-12.5%	?
O=C(Cn1nc(C(=O)O)c2ccccc2c1=O)Nc1cc(S(=O)(=O)N2CCOCC2)ccc1Cl
→ -4.6%	-4.9%	-5.3%
O=C(Cc1ccccc1Cl)N/N=C/c1cccnc1
→ -16.1%	8.2%	-5.7%
O=C(O)C1CC=CCC1C(=O)NC12CC3CC(CC(C3)C1)C2 (centres undefined)
→ 12.2%	-26.7%	4.6%
COc1ccc(NC(=O)c2ccccc2NC(=O)c2ccco2)c(OC)c1
→ ?	?	-3.7%
O=C1CC(c2ccccc2)Oc2cc(O)cc(O)c21 (centres undefined)
→ -20.0%	-26.1%	-13.8%
Cc1ccc(C2CC(=O)c3cnn(-c4nc(C)cc(C)n4)c3C2)cc1 (centres undefined)
→ -4.9%	-44.3%	-4.1%
CCOC(=O)C1CCCN(C(=O)c2ccc(S(=O)(=O)N3CCCC3)cc2)C1 (centres undefined)
→ -4.8%	-3.7%	-7.1%
CN(C)CCCNc1oc(-c2ccc(Cl)cc2)nc1C#N
→ ?	?	-0.8%
O=C1c2[nH]nc(-c3ccc(F)cc3)c2C(c2ccccc2F)N1c1ccccc1 (centres undefined)
→ ?	20.6µM*	-4.1%
CC1CCCN(CC(O)CN)C1 (centres undefined)
→ -6.2%	-1.6%	0.9%
Cc1cc(NC(=O)CCC(=O)N(c2ccccc2)C(C)C(=O)NC2CCCC2)no1 (centres undefined)
→ 3.4%	-3.6%	-2.0%
CCC(C)NC(=O)c1[nH]c2cc(OC)ccc2c1Sc1ccc(C)cc1 (centres undefined)
→ ?	?	-4.6%
CC(CCc1ccccc1)NC(=O)CSc1n[nH]c(-c2ccc(F)cc2)n1 (centres undefined)
→ ?	23.1µM*	-8.7%
CC(=O)Nc1nonc1-c1nnc(SCc2ccccc2)n1C
→ ?	?	-2.5%
COc1ccc(/C=C/C(=O)Nc2nnc(C(C)C)s2)cc1OC
→ 6.2%	-12.7%	0.9%
C#CCN1C(=O)C(O)(c2c(C)[nH]c3ccccc23)c2ccccc21 (centres undefined)
→ 4.61µM*	3.26µM*	-1.4%
CCc1cccc(C)c1NC(=O)C(CC)Sc1nncn2c1cc1occc12 (centres undefined)
→ 20.6µM*	20.6µM*	0.4%
COc1ccccc1N1C(=O)CCC1(C#N)c1ccccc1 (centres undefined)
→ -14.1%	-8.2%	·
CCOc1ccc(C(=O)c2cn(CC(=O)Nc3cc(OC)cc(OC)c3)c3ccc(F)cc3c2=O)cc1
→ ?	20.6µM*	-12.9%
Cc1ccccc1OCC(=O)OC1CCN(C)CC1
→ -0.3%	-15.2%	-6.7%
C[C@]12c3[nH]c4ccccc4c3CCN1C(=O)C(CC(=O)NCc1ccco1)C[C@@H]2C(=O)N1CCCCC1 (some centres undefined)
→ ?	?	-6.5%
O=C(CSc1nnc(-c2ccccn2)n1-c1ccc(Cl)cc1)Nc1ccc2c(c1)OCO2
→ -17.7%	-11.8%	-4.6%
CC(=O)c1nn(-c2ccc(C)cc2)cc1C(=O)c1cccc(Br)c1
→ -1.7%	-28.5%	·
C[C@H]1CN(C2CCCCC2)C(=O)[C@@H]1CC(=O)Nc1ccccc1
→ -5.1%	-29.3%	·
CN1CCN(C(=S)c2cn(Cc3ccccc3)c3ccccc23)CC1
→ ?	-24.9%	-3.5%
CCOc1ccc(-c2cc(N)n(S(=O)(=O)c3ccc(OC)c(OC)c3)n2)cc1
→ -4.8%	?	-7.5%
CC1CCC(NC(=O)Cn2c(=O)[nH]c3ccsc3c2=O)CC1 (centres undefined)
→ -16.6%	1.7%	-0.1%
O=C(N1CCOCC1)N1CCN(c2nc(-c3ccc(F)cc3)cs2)CC1
→ ?	16.4µM*	0.6%
CC(=O)Nc1ccc(/C=C/c2noc(-c3ccccc3O)n2)cc1
→ -11.5%&-4.1%	2.8%&-28.6%	-6.8%&-13.0%
Cc1cccc(C)c1NC(=O)CNC(=O)c1cccnc1
→ -2.8%	14.8%	-0.8%
CC(C)CCn1c(Sc2nc3ccccc3s2)nc2c1c(=O)[nH]c(=O)n2C
→ ?	16.4µM*	-4.4%
CC(C)CN(CCCNC(=O)Cn1ncc2c3ccccc3n(C)c2c1=O)CC(C)C
→ -3.3%	-17.0%	-2.4%
CCOc1ccc(S(=O)(=O)c2c(C(=O)c3ccc(C)cc3)cnc3cc4c(cc23)OCCO4)cc1
→ -27.8%	-26.4%	?
Cc1nc(-c2cccc(S(=O)(=O)N3CCCCC3)c2)cs1
→ -14.1%	-26.0%	-1.2%
Cn1c(=O)c(C(=O)CSc2nncs2)c(N)n(Cc2ccccc2)c1=O
→ -25.7%	?	-5.6%

# By substructure, those above with a nitro group on carbon
# Results follow in this order: DT40 TDP1 CPT	DT40 TDP1 no CPT	KAT2A inh
N/C(=N\OC(=O)CCC1CCCC1)c1ccc([N+](=O)[O-])cc1
→ 0.5%	-7.3%	1.6%
CCOc1ccc(C(=O)NC(=S)Nc2ccc(NC(=O)c3ccco3)cc2)cc1[N+](=O)[O-]
→ -3.6%	-12.5%	?

# (continued)
# Results follow in this order: DT40 TDP1 CPT	DT40 TDP1 no CPT	KAT2A inh
Cc1c(NC(=O)c2ccco2)cccc1C(=O)NN1C(=O)c2ccccc2C1=O
→ -9.7%	-22.5%	35.1%[activator]
COC(=O)C1=C(N)N(c2ccccc2C(F)(F)F)C2=C(C(=O)CCC2)C1c1ccc2c(c1)OCO2 (centres undefined)
→ 23.1µM*	?	1.8%
O=C1CC2c3ccccc3CCN2C(=O)CN1Cc1ccccc1 (centres undefined)
→ -9.8%	-3.3%	·
Cc1ccc(C)c(NC(=O)Cn2c(=O)n(CCC(C)C)c(=O)c3cccnc32)c1
→ -9.4%	-15.5%	0.2%
CC(=O)c1cccc(NCC(=O)Nc2cccc(S(=O)(=O)N3CCCCC3)c2)c1
→ ?	?	-5.6%
O=C(NCCCn1ccnc1)c1cc([N+](=O)[O-])cc([N+](=O)[O-])c1
→ 2.9%	-1.3%	-3.2%
COC(=O)c1ccc(/C=N/OCC(=O)NCc2ccc(F)cc2)cc1
→ -28.2%	?	-1.0%
CC1(C)CC(C(CC(=O)O)c2ccccc2)CCO1 (centres undefined)
→ 0.3%	1.4%	-0.8%
COc1cc(/C=C/C(=O)OCC(=O)NCc2ccc(F)cc2)ccc1O
→ 2.59µM*	2.31µM*	-5.9%
Cc1ccccc1OCC(=O)N/N=C/c1cn(C)c2ccccc12
→ 11.7%	-22.6%	-7.1%
N#CC(c1ccccn1)c1ncc(C(F)(F)F)cc1Cl (centres undefined)
→ 8.0%	-6.2%	10.4%
O=C(COc1ccc(Cl)cc1Cl)Nc1cccc(-c2ccc(N3CCOCC3)nn2)c1
→ 18.4µM*	?	-4.6%
COc1ccc(-c2nc(CSCC(=O)NCc3ccccc3Cl)c(C)o2)cc1OC
→ ?	?	1.3%
O=C1c2ccccc2NC(c2ccco2)N1NS(=O)(=O)c1ccccc1 (centres undefined)
→ 2.8%	12.0%	-2.1%
Clc1ccccc1-c1csc(Nc2cccnc2)n1
→ 3.6%	-9.1%	3.3%
CCc1c(C)nc(N)c(C#N)c1-c1ccccc1
→ -7.7%	-9.6%	-2.8%
CCOC(=O)N1CCC(n2c(=S)[nH]c3cc(OCC)c(OCC)cc3c2=O)CC1
→ ?	?	2.0%
COc1cc(NC(=O)C2CCN(S(=O)(=O)c3c(C)noc3/C=C/c3ccccc3F)CC2)cc(OC)c1OC
→ ?	23.1µM*	-4.0%
Cc1ccnc(OC(C(=O)O)C(OCc2ccccc2)(c2ccccc2)c2ccc(C(F)(F)F)cc2)n1 (centres undefined)
→ 20.6µM*	?	-7.0%
C/C(=N/NC(=O)CNC(=O)COc1ccccc1)c1ccc(Cl)cc1
→ 2.4%	2.1%	-8.6%
CCOC(=O)c1c(CN2CCN(CCO)CC2)n(C)c2cc(Br)c(OC)cc12
→ ?	?	-4.3%
C[C@H](NC(=O)c1cc2c([nH]c3ccccc32)c(-c2ccccc2)n1)C(=O)O
→ ?	?	-9.3%
Cc1c(C(=O)Nc2ccc3c(c2)OCCO3)sc2nc(-c3ccccc3)cn12
→ 8.2µM*	5.8µM*	-7.3%
CCN(CC)C(=O)CSc1nc2ccccc2c(=O)n1OC(C)C
→ ?	?	-3.6%
COc1cc(OC)cc(-c2c(-c3ccc(F)cc3)c3cc(-c4ccc5[nH]ccc5c4)ccc3n2C)c1
→ 29.1µM*	?	1.2%
CC(SC#N)C(=O)C12CC3CC(CC(C3)C1)C2 (centres undefined)
→ 7.31µM*	4.61µM*	-4.7%
CC(=O)Nc1ccc(C(=O)Nc2ccc(S(=O)(=O)N3CCOCC3)cc2)cc1
→ -2.6%	8.7%	-9.6%
CC(=O)Nc1cc(C(=O)OC(C(=O)c2ccccc2)c2ccccc2)ccc1C (centres undefined)
→ -7.1%	-22.1%	-0.9%
CCCNc1ncc2c(=O)[nH][nH]c(=O)c2n1
→ 18.3%	-5.9%	·
O=c1c2ccccc2ncn1CCCCOc1ccccc1F
→ -27.2%	0.4%	-2.3%
O=C(NCCCCc1ccccc1)c1cccc(NC(=O)C2CCCC2)c1
→ ?	?	·
COc1cc(CNCc2ccccn2)ccc1OCc1ccc(Cl)cc1
→ ?	?	17.8%
CC1NC2(C(=O)N(Cc3ccccc3)c3ccccc32)C2C(=O)N(c3ccccc3)C(=O)C12 (centres undefined)
→ 4.3%	-9.8%	2.2%
COc1cc(/C=N/NC(=O)C(=O)/C=C2\NC3(CCCC3)Cc3ccccc32)ccc1O
→ ?	?	-4.5%
